# PTHR1 agonist: agonists of human PTHR1 parathyroid hormone receptor. HEK293 GP2 PTHR1 cells, GloSensor cAMP luminescence, 1 h. Potency, µM (doses to about 115 µM), without a hit: top-dose activation, most hits filed as activators. 410,000 tested, 0.075% active. AID 743266; also: potency is read from the fitted curve at half-maximal effect; nearly all actives have a fitted effect of over 55% in size; some results filed as inactive show a strong effect at the top dose; inactives centre near -15; many of its hits are not listed in these tables
# Target sequence (Q03431 whole entry, looked up): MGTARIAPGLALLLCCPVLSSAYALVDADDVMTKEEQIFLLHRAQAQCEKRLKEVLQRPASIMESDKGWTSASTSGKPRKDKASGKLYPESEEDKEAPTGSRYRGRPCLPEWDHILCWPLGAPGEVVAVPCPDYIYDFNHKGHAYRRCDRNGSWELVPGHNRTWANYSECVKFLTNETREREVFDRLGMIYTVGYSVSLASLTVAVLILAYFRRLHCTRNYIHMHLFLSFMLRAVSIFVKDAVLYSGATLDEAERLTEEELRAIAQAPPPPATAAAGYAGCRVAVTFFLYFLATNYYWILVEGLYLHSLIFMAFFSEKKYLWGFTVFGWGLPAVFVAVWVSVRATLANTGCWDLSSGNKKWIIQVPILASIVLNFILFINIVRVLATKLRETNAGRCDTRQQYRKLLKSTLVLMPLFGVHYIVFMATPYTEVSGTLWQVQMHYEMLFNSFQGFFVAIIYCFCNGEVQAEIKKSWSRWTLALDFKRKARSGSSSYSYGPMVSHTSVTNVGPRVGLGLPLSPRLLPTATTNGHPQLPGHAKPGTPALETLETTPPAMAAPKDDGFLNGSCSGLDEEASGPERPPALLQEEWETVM
#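 HEK-293-derived GP2 cells expressing PTHR1 and a GloSensor cAMP reporter, 3,000/well, plated overnight, given luciferin plus IBMX (each 0.5 mM as added) for 1 h at 37 °C, then compound for 1 h at 37 °C. Luminescence was read after 15 min at room temperature.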
# HEK293 tox: cytotoxicity counter-screen for GLP-1 receptor inverse agonists; HEK293 cAMP-luciferase reporter cells, luminescence, 24 h; Potency, µM (top dose mostly 38.3 µM), for the others: at the highest dose activity change, negative = inhibition, usual class: inhibitors; 410,000 tested, 0.13% active;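 also: loss of luciferase light is scored as toxicity; potency is read from the fitted curve at half-maximal effect; % is scaled to controls: 0 for no effect and ±100 for the full control effect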
#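 Cells in DMEM/10% Nu serum/1% pen-strep, 1536-well format. Pre-incubated 12 h, dosed with 23 nL compound, incubated a further 24 h. Luciferase detection, 12 min at room temp, luminescence.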
# aSyn rescue: alpha-synuclein toxicity inhibition in yeast. 370,000 tested, 0.14% active. Potency, µM (series often up to 46.1 µM), for inactives: top-dose growth rescue (activation), most hits filed as activators. Yeast expressing alpha-synuclein, growth rescue, BacTiter-Glo, 24 h; also: potency is read from the fitted curve at half-maximal effect; % of control where 0% means no effect; nearly all actives have a fitted effect of over 65% in size
#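 Readout is rescue of growth in alpha-synuclein-expressing yeast, so inhibitors of toxicity appear as activators. Growth after 24 hr at 30 deg C in galactose medium is quantified by luminescence.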
# DRD3 agonist: D3 dopamine receptor (human) agonism; P35462; D3R DiscoveRx beta-arrestin cells, luminescence, 90 min; max activation, %; 410,000 tested, 0.58% active; AID 652048; in the data active = max activation above about 30%; also: 0% is about no effect; mostly tested at two doses, the higher about 12 µM
# Target sequence (P35462 whole entry, looked up): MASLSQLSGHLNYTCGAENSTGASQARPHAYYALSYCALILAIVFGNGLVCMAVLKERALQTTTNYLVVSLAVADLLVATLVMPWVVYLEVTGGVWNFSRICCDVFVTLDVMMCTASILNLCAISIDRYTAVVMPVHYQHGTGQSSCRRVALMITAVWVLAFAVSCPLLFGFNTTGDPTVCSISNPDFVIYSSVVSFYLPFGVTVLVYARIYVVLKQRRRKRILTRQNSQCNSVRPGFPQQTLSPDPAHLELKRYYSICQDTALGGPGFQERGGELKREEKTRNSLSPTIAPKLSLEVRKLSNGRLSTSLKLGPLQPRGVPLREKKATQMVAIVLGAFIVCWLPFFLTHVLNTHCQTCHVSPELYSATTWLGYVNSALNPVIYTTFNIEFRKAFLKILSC
#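 Cells at 1500/well, incubated overnight, then treated with pinned compounds (dopamine as control) for 90 min at 37 degrees C. DiscoveRx reagent added for 30 - 60 minutes at room temperature; luminescence read.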
# DRD3 antagonist: antagonists of human D3 dopamine receptor; P35462; D3R cells, DiscoveRx beta-arrestin luminescence, antagonist mode; stronger effect = lower value; max response, negative = inhibition, %; 360,000 tested, 2.5% active; AID 652054; in the data active = max response below about -50%; inconclusive = no clear call, values can overlap the other calls; also: % is scaled to controls: 0 for no effect and ±100 for the full control effect; mostly tested at two doses, the higher about 12 µM
#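 Cells expressing the human receptor were seeded at 1500 cells/well, incubated overnight at 37 degrees C in 5% CO2, then exposed to library compounds with dopamine controls for 90 minutes at 37 degrees C before luminescent detection.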
# GLP-1R inv ag: acts as inverse agonist at human GLP-1 receptor | Potency, µM (series often up to 38.3 µM), for the others: at the highest dose activity change, negative = inhibition, usual class: inhibitors | AID 624417 | 410,000 tested, 1.6% active | HEK293 GLP-1R CRE-luciferase, luminescence, 24 h; GLP-1R form is constitutively active | P43220; also: potency is read from the fitted curve at half-maximal effect; % is scaled to controls: 0 for no effect and ±100 for the full control effect; nearly all actives have a fitted effect of over 55% in size
#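 Luminescence readout: a drop in cAMP-driven luciferase signal flags inverse agonism at a constitutively active GLP-1R stably expressed in HEK293. Compound exposure lasted 24 hr at 37 deg C, 5% CO2.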
# GLP1R ag: activates the human GLP-1 receptor. AID 624172. Potency, µM (titrated, usually from 45.6 µM), without a hit: at the highest dose activation, usual class: activators. HEK293 GLP-1R CRE-luciferase, luminescence, 4-6 h; cells express a hypersensitive GLP-1R form. P43220. 380,000 tested, 0.007% active; also: potency is read from the fitted curve at half-maximal effect; % of control where 0% means no effect
# KB-V1 cytotox: KB-V1 MDR subline cytotoxicity; KB-V1 MDR cells viability, CellTiter-Glo, 72 h; Potency, µM (series often up to 46.1 µM), for inactives: top-dose activity change, negative = cytotoxicity, hits mostly cytotoxic; 400,000 tested, 3.4% active; AID 1347076; also: potency is read from the fitted curve at half-maximal effect; % is scaled to controls: 0 for no effect and ±100 for the full control effect; nearly all actives have a fitted effect of over 60% in size
#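 Cells of the MDR subline KB-V1 are plated, dosed with compound at multiple concentrations, and incubated 72 h at 37 degrees C; CellTiter-Glo is then added and luminescence read after 10 min.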
# TDP43 rescue: rescues yeast growth from TDP-43 toxicity | TDP-43 expressing yeast growth rescue, BacTiter-Glo, 24 h | Potency, µM (top dose mostly 46.1 µM), inactives show top-dose growth rescue (activation), actives largely listed as activators | 410,000 tested, 1.8% active; also: potency is read from the fitted curve at half-maximal effect; % of control where 0% means no effect; nearly all actives have a fitted effect of over 50% in size
#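 Luminescence from BacTiter-Glo reports growth of TDP-43-expressing yeast after 24 hr at 30 deg C with compound. Cells were raffinose-pregrown to mid-log, then seeded in galactose medium at OD600=0.02.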
# * = called active by the depositor; i = inactive; ? = inconclusive; . = no result given; [ ] = dose if it differs, or a comment. Unless noted, calls follow the shape of the dose curve; as a rule, active = well fitted curve in the direction sought with a large enough effect; inconclusive = small, poorly fitted or top-dose-only effect, or another doubt; inactive = no such curve, though single readings can be large; an effect the other way counts as inactive or inconclusive. The list is partial; rates above refer to the full screens.
SMILES,PTHR1 agonist,HEK293 tox,aSyn rescue,DRD3 agonist,DRD3 antagonist,GLP-1R inv ag,GLP1R ag,KB-V1 cytotox,TDP43 rescue
O=C(Nc1ccccc1)O[C@@H]1C[C@H]2CCCC(=O)N3CC[C@@H](C1)[C@@H]23,-1%,-4%,-4%,-4,-7,14%,6%,?,7%
COc1cccc(NC(=O)Cn2c(=O)n(CCCCC(=O)NCc3ccc4c(c3)OCO4)c(=O)c3ccccc32)c1,-16%,-10%,.,11,.,-2%,-3%,?,5%
Cc1ccccc1/C=C1\C(=O)Nc2ccc(F)cc21,i,-14%,3%,-3,15,?,24%,8%,?
O=C(NCc1cccc(C(F)(F)F)c1)c1ccc2nc([C@@H]3O[C@H](CO)[C@@H](O)[C@H]3O)[nH]c2c1,-22%,0%,-3%,-3,-26,14%,-7%,-2%,11%
COc1ccc(NC(=O)Cn2c(C)csc2=O)c(OC)c1,27%,0%,-1%,0,-16,8%,-7%,?,-4%
C[C@]1(C(=O)NCc2cc(F)cc(C(F)(F)F)c2)C=C[C@@H](Cc2ccccc2)N1C(=O)c1ccccc1,6%,5%,-1%,-11,0,?,-1%,?,7%
COCCSc1ccccc1C(=O)Nc1ccc(Cl)cn1,i,0%,-3%,-11,-13,8%,15%,7%,-13%
O=C(NCc1ccco1)c1cc(-c2ccc(F)cc2)on1,-23%[57.5 µM],2%,2%,0,23,0%,-14%,10%,14%
CN1C[C@@H]2[C@@H]3C(=O)N(C)C(=O)[C@@H]3[C@](C)(C1=O)N2C(=O)c1ccc(F)cc1,i,-8%,-4%,16,24,5%,5%,21%,1%
O=C(CCc1nc2ccccc2c(=O)[nH]1)Nc1cc(C(F)(F)F)ccc1N1CCCC1,-23%,-1%,-2%,0,-2,4%,-4%,?,-5%
C/C(=N\OC(=O)c1ccc(F)cc1)c1ccc(F)c(F)c1,i,4%,-3%,4,-12,11%,-5%,-13%,0%
Nc1nnc(SCCCC(=O)c2ccccc2)s1,-46%[inhibitor],3%,0%,5,-9,22%,5%,5%,-3%
Cc1c(NC(=S)NC(=O)c2sc3ccccc3c2Cl)cccc1C(=O)O,-36%[inhibitor],7%,2%,2,2,-18%,10%,0%,8%
Cc1ccccc1NC(=O)CSc1nc2ccc(NC(=O)COc3ccccc3F)cc2s1,-26%,-13%,.,5,.,?,.,-30%,9%
O=C(O)c1c(Cl)cccc1Cl,-6%,8%,-8%,-14,15,6%,-6%,16%,11%
Cc1cc(NC(=O)CS(=O)(=O)c2cn(Cc3ccccc3Cl)c3ccccc23)no1,-1%[57.5 µM],-27%,-5%,-7,8,?,17%,?,3%
O=C(/C=C/c1ccco1)NCCCN1CCOCC1,i,21%,1%,11,10,11%,0%,0%,4%
S=C(NCc1ccccc1)Nc1ccncc1,-24%,-2%,0%,16,9,-24%,-1%,-19%,-9%
CCn1cc(CNC(=O)c2cc(COc3ccc(F)cc3F)on2)cn1,-34%[inhibitor],-10%,0%,-1,-6,-24%,-2%,?,?
COc1cc2c(-c3ccccc3Cl)nc3c(c(C)nn3-c3ccccc3)c2cc1OC,i,-1%,.,59*,.,?,.,?,22%
CC1(C)CC(=O)C=C(NCCN2CCN(C(=O)Nc3ccc(Cl)c(Cl)c3)CC2)C1,i,-4%,-8%,3,4,-10%,0%,8%,6%
CSc1ncc2c(n1)-c1ccccc1N(Cc1ccc(F)cc1)S2(=O)=O,-10%,-14%,.,9,.,-5%,.,0%,12%
COC(=O)c1c(C)[nH]c(C(=O)/C=C/c2ccccc2)c1C,-21%,-14%,0%,-1,42,4%,-11%,12µM*,21%
COc1cc(/C=N/N(C)c2ccccc2)cc(Cl)c1O,-38%[inhibitor],-18%,-7%,1,12,?,12%,?,-22%
CCn1c(CNc2nc(-c3ccccc3)cs2)nnc1SCC(=O)NCc1ccco1,i,1%,-3%,1,154,-3%,4%,20%,-2%
Cc1ccc(C(C)(C)C)c(SCC(=O)Nc2nnc(C)s2)c1,i,0%,-1%,-12,-20,1%,5%,-11%,-11%
COc1ccccc1CN1C(=O)[C@@H]2C(CCC(N)=O)NC3(C(=O)Nc4c3ccc(Cl)c4C)[C@@H]2C1=O (stereo not given in full),-20%,-4%,5%,2,-18,?,1%,1%,1%
COc1cc(C(C(=O)NC2CCCC2)N(C(=O)c2snc(C(N)=O)c2N)C2CCCC2)cc(OC)c1OC (stereo not given),-22%,10%,10%,1,11,-1%,2%,6%,-3%
Cc1ccn2cc(-c3cccc(NC(=O)C(C)C)c3)nc2c1,i,-4%,-4%,1,-3,12%,-3%,-9%,22%
Cc1ccc(S(=O)(=O)N2CCOCC2)cc1C(=O)Nc1ccc(N2CCCCCC2)cc1,-13%,0%,3%,-1,4,?,-10%,?,5%
Cc1cc(C)n(C(N)=NC(=O)c2ccccc2)n1,-20%,3%,5%,2,7,14%,2%,-8%,0%
CC(C)(C)NC(=O)NC(=O)COC(=O)c1ccc2c(c1)S(=O)(=O)N=C1CCCCCN12,i,-3%,-6%,4,10,22%,0%,3%,19%
Cc1ccc(C=O)c([B-](F)(F)F)c1,-20%,-7%,1%,2,11,-30%,0%,-1%,11µM*
Cc1ccc(N(CC(=O)NC(C)(C)C)C(=O)CNC(=O)c2cccs2)cc1C,-4%,-3%,-3%,7,7,-14%,9%,?,3%
CCC(C)Nc1cc(C)nc2ncnn12 (stereo not given),-48%[inhibitor],-5%,1%,9,2,12%,4%,0%,18%
CCc1nc(NC(=O)NS(=O)(=O)c2ccccc2C(=O)OC)nc(OC)n1,i,-8%,-1%,3,-5,3%,5%,?,-3%
Cc1ccccc1OCC(=O)NNC(=O)C1CCCCC1C(=O)O (stereo not given),-2%,4%,-15%,3,6,25%,2%,-17%,13%
CCOC(=O)[C@@H]1[C@H]2COc3ccccc3[C@H]2N2C(=O)N(c3ccc(F)cc3)C(=O)[C@]12C,10%,-4%,-7%,-19,-8,-3%,-2%,-17%,-1%
CC1(C(=O)NS(=O)(=O)c2ccc(C#N)cc2)CCN1C(=O)CCC1CCCC1 (stereo not given),-22%,2%,0%,-9,-6,-15%,-3%,?,21%
O/N=C1\CCCc2ccc3ccccc3c21,i,12%,12%,-2,-12,24%,9%,7%,11µM*
O=[N+]([O-])c1ccc(N2CCN(C(=S)Nc3cccc(F)c3)CC2)cc1,-47%[inhibitor],-16%,2%,0,3,?,1%,20%,14%
O=C(Cc1ccc(Cl)cc1)Nc1ccc(Cl)cn1,-20%,1%,-10%,-9,?,-30%,10%,30%,15%
O=C(Nc1ccc(Oc2cccnc2)cc1)c1ccccc1F,-30%[57.5 µM],3%,-5%,0,-2,8%,7%,16µM*,22%
Cc1ccc(S(=O)(=O)N2CC3(C)CN(S(=O)(=O)c4ccc(C)cc4)CC(C)(C2)C3)cc1,-11%,3%,1%,31*,19,2%,-9%,-6%,-32%[inhibitor]
COC(=O)c1c(C(=O)OC)c2cc(C)ccn2c1Cl,-7%[57.5 µM],-3%,9%,2,-3,7%,9%,0%,4%
COc1ccc(/C=C(/NC(C)=O)C(=O)O)cc1,-13%,-9%,-9%,0,-13,0%,5%,-11%,-8%
Cc1ccnc(NC(c2ccccc2)c2ccc3cccnc3c2O)c1 (stereo not given),-24%,-2%,0%,13,-12,?,13%,?,?
CCN1CCN(C(=O)C2CCN(S(=O)(=O)c3cc(Cl)ccc3Cl)CC2)CC1,i,13%,-4%,-10,-2,8%,0%,?,6%
CCCCC(=O)Nc1ccc(C(=O)N2CCN(C)CC2)cc1,i,3%,3%,1,-10,4%,1%,7%,8%
CCOc1ccc(NC(=O)CSc2nc3ccsc3c(=O)n2CCC(=O)O)cc1,-13%,4%,1%,4,7,9%,0%,2%,-12%

# (list continues)
SMILES,PTHR1 agonist,HEK293 tox,aSyn rescue,DRD3 agonist,DRD3 antagonist,GLP-1R inv ag,GLP1R ag,KB-V1 cytotox,TDP43 rescue
CCOc1ccccc1CN1CCN(Cc2cc(=O)c3ccccc3[nH]2)CC1CCO (stereo not given),i,?,-1%,-16,?,?,6%,5%,10%
Cc1ccc(OCCOC(=O)c2c(-c3ccccc3)noc2C)cc1,-4%,5%,1%,4,9,?,16%,?,-1%
CC(=O)Nc1ccc(S(=O)(=O)N(C)CC(=O)OC(C)C(=O)NC2(C#N)CCCCC2)cc1 (stereo not given),-10%,1%,3%,1,23,15%,2%,-11%,7%
COC(=O)C(=Cc1ccncc1)c1cccc2ccccc12,i,-2%,?,-14,-22,?,-2%,?,-4%
Cc1no[n+]([O-])c1COc1ccccc1/C=N/n1nnnc1N,i,76%[activator],11%,-6,0,30%,12%,-16%,14%
CC(=O)Nc1ccc(Nc2c([N+](=O)[O-])c(=O)n(-c3ccccc3)c3ccccc23)cc1,-8%,-1%,-1%,4,5,6%,1%,-2%,12%
COc1ccc(C(=O)Nc2cccc(-c3nc4ncccc4o3)c2C)cc1,-2%[57.5 µM],-4%,0%,0,16,8%,7%,6%,-9%

# One compound at a time, from the list above.
# Shown for `COc1ccc(C(=O)Nc2cccc(-c3nc4ncccc4o3)c2C)cc1` = PTHR1 agonist: -2%[57.5 µM]; HEK293 tox: -4%; aSyn rescue: 0%; DRD3 agonist: 0; DRD3 antagonist: 16; GLP-1R inv ag: 8%; GLP1R ag: 7%; KB-V1 cytotox: 6%; TDP43 rescue: -9%
# Shown for `Cc1no[n+]([O-])c1COc1ccccc1/C=N/n1nnnc1N` = PTHR1 agonist: i; HEK293 tox: 76%[activator]; aSyn rescue: 11%; DRD3 agonist: -6; DRD3 antagonist: 0; GLP-1R inv ag: 30%; GLP1R ag: 12%; KB-V1 cytotox: -16%; TDP43 rescue: 14%

# Bioassay records deposited in PubChem by National Center for Advancing Translational Sciences (NCATS).
